# Source: PubChem BioAssay
# HCMV inh = inhibitors of human cytomegalovirus. HFF cells, HCMV-luciferase reporter, 72 h; stronger effect = lower value. activity change, negative = inhibition, % at 57.5 µM. 410,000 tested, 4.5% active. AID 1259415; in the data active = activity change below about -60%; inconclusive = no clear call, values can overlap the other calls; inactive = above about -39%
#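 Cell-based, HFFs, 1000 cells/well, 16 h 37C; cpds in DMSO + HCMV-luc, MOI 1 PFU/cell; 72 h 37C; OneGlo luminescence after 5 min RT; norm. to buffer vs Salinomycin 10uM.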
# AMA1-RON2 inh = inhibitors of Plasmodium falciparum AMA1-RON2 interaction | Potency, µM (doses to about 58.2 µM), without a hit: at the top dose activity change, negative = inhibition, hits mostly inhibitors | 360,000 tested, 0.2% active | AID 720542 | AlphaScreen AMA1-biotinylated RON2 peptide binding; active = well fitted inhibition curve with a large enough effect; inconclusive = small, poorly fitted or top-dose-only effect; inactive = no such curve, though single readings can be large or run the other way;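 note: potency is the fitted concentration of half-maximal effect; 0% = vehicle wells and -100% = peptide control; nearly all actives have a fitted effect of over 45% in size; some results filed as inactive show a strong effect at the top dose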
#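 AMA1 (3D7) with his tag at 25 nM final met compounds first, then biotinylated RON2 peptide at 25 nM; detection used donor plus acceptor beads, 10 µg/mL apiece, read by AlphaScreen after 30 min at room temperature.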
# Numbers without * were called inactive; ? = inconclusive; [ ] = remark or other dose. Unless noted, % is set by controls: 0 for no effect and ±100 for the full control effect.
canonical_smiles	HCMV inh	AMA1-RON2 inh
CC(C)c1cc(Cn2c3ccccc3c(=O)n2C(C)Cn2cc(CCc3ccccc3)nn2)on1 (stereo not drawn)	-7.0	-8.4%
COc1ccc(C(C(=O)Nc2ccc3c(c2)OCCO3)n2c(=O)c(-c3ccco3)nc3ccccc32)cc1 (stereo not drawn)	49.9	-20.7%
Cc1cccc(C)c1NC(=O)C1(C)CN(S(C)(=O)=O)CC(=O)N1CCOc1ccccc1 (stereo not drawn)	8.7	2.5%
COCCN1C(=O)CN(S(C)(=O)=O)CC1(C)C(=O)Nc1c(C)cccc1C (stereo not drawn)	-7.1	-2.3%
CCOC(=O)[C@]12CCCC=C1N(CCC1=CCCCC1)C(=O)[C@H](CC(=O)N1CCCC1)C2	-27.1	-10.6%
Cc1ccc(S(=O)(=O)N2[C@@H](Cc3ccccc3)CO[C@H]2CC(=O)c2ccc(F)cc2)cc1	54.7	4.9%
CCOC(=O)[C@]12CCCC=C1N(CCc1ccc(OC)c(OC)c1)C(=O)[C@H](CC(=O)NCCc1ccccc1OC)C2	9.7	-11.9%
Cc1ccc(S(=O)(=O)C[C@@H]2OC[C@H](C)N2S(=O)(=O)c2ccc(C)cc2)cc1	10.9	-10.7%
COc1ccc(C(C(=O)NC(C)(C)C)n2c(=O)c(-c3cc4ccccc4[nH]3)nc3ccccc32)cc1 (stereo not drawn)	21.4	81.8%[activator]
CCCCNC(=O)C(NC(=O)c1cnccn1)C(=O)c1ccccc1 (stereo not drawn)	-24.8	44.1%[activator]

canonical_smiles	HCMV inh	AMA1-RON2 inh
CCCCCNC(=O)C(c1ccc(OC)cc1)n1c(=O)c(-c2cc3ccccc3[nH]2)nc2ccccc21 (stereo not drawn)	13.5	39.8%[activator]
Cc1ccc(S(=O)(=O)N2[C@@H](CO)CO[C@H]2CC(=O)c2ccccc2)cc1	-7.3	-1.2%
O=C(NC1CCCC1)c1nc(-c2ccco2)oc1-c1ccccc1	-34.1	-15.1%
CCOC1=C2CN(S(=O)(=O)c3ccc(C)cc3)C(c3ccc(CC)cc3)CC2n2c(=O)n(-c3ccccc3)c(=O)n2C1 (stereo not drawn)	-23.2	-7.1%
O=C(NCc1ccccc1)C(CCc1ccccc1)n1c(=O)c(-c2cc3ccccc3[nH]2)nc2ccccc21 (stereo not drawn)	51.9	42.5%[activator]
CCC(C(=O)NCc1ccccc1)n1c(Cc2cc(F)cc(F)c2)nc2ccccc21 (stereo not drawn)	-9.0	-5.9%
O=C(Nc1ccc(F)cc1)C(c1cc2ccccc2o1)N1CCN(c2cccc(C(F)(F)F)n2)CC1 (stereo not drawn)	56.5	-8.2%
CN1C(=O)[C@@](O)(c2cn(C)c3ccccc23)c2ccccc21	115.1	-10.7%
CN1C(=O)[C@@](O)(c2cn(C)c3ccccc23)c2cc(F)ccc21	32.3	-6.9%
O=C(NCc1ccccc1)C(C1CC1)n1c(Cc2cc(F)cc(F)c2)nc2ccccc21 (stereo not drawn)	1.8	-4.9%

canonical_smiles	HCMV inh	AMA1-RON2 inh
CC(C)(C)OC(=O)NCCc1nc(NC(=O)OCc2ccccc2)sc1C(=O)O	10.8	-13.8%
CCOC(=O)[C@]12CCCC=C1N(CCC1=CCCCC1)C(=O)[C@H](CC(=O)NCCCN1CCCC1=O)C2	-12.4	-12.0%
COc1ccc(CN2C(=O)CSCC2(C)C(=O)NC(C)C)cc1 (stereo not drawn)	14.0	0.7%
O=C(Nc1ccc(F)cc1)C(CCc1ccccc1)N1CCN(c2ccncc2)CC1 (stereo not drawn)	45.6	-0.6%
CCCc1nc2ccccc2n1C(C)C(=O)NC(C)(C)C (stereo not drawn)	4.2	-6.5%
CSCCC(C(=O)NC(C)(C)C)n1c(-c2ccc(C)cc2)nc2ccccc21 (stereo not drawn)	73.5	-22.2%
O=C(C(=O)N1CCC(c2ccccc2)CC1)c1ccccc1	-4.6	-0.3%
COc1ccc(C(C(=O)NCc2ccccc2)n2c(=O)c(-c3ccccc3)nc3ccccc32)cc1 (stereo not drawn)	-15.1	-4.0%
Nc1nc(=O)n(C2CCC(CO)O2)cc1F (stereo not drawn)	4.1	22.3%
COC(=O)C1(C(=O)OC)c2ccccc2N(S(=O)(=O)c2ccc(C)cc2)C1CC(=O)c1ccccc1 (stereo not drawn)	64.9	-8.6%

# Another view of part of the listing above.
> O=C(Nc1ccc(F)cc1)C(CCc1ccccc1)N1CCN(c2ccncc2)CC1 (stereo not drawn)
- HCMV inh = 45.6
- AMA1-RON2 inh = -0.6%

> CCCc1nc2ccccc2n1C(C)C(=O)NC(C)(C)C (stereo not drawn)
- HCMV inh = 4.2
- AMA1-RON2 inh = -6.5%

> CSCCC(C(=O)NC(C)(C)C)n1c(-c2ccc(C)cc2)nc2ccccc21 (stereo not drawn)
- HCMV inh = 73.5
- AMA1-RON2 inh = -22.2%

# (continued)
canonical_smiles	HCMV inh	AMA1-RON2 inh
CC1(C(=O)NCc2ccccc2)CSCC(=O)N1Cc1cccc(C(F)(F)F)c1 (stereo not drawn)	7.7	-4.2%
O=C(NCc1ccccc1)C(c1cccc2ccccc12)n1c(=O)c(-c2cc3ccccc3[nH]2)nc2ccccc21 (stereo not drawn)	60.1	43.9%[activator]
CC(C)(C)NC(=O)C(c1ccccc1F)n1c(=O)c(-c2cc3ccccc3[nH]2)nc2ccccc21 (stereo not drawn)	30.6	40.4%[activator]
Cc1cccc(C)c1NC(=O)C(CCc1ccccc1)N1CCN(C)CC1 (stereo not drawn)	?	12.2%
COC(=O)[C@@]12C[C@@H](CC(=O)N3CCOCC3)C(=O)N(Cc3cccc4ccccc34)C1=CCC(C)(C)C2	10.5	-9.7%
O=C(C(=O)N1CCN(C(=O)OCc2ccccc2)CC1)c1cccnc1	-5.0	3.1%
CC(C)(C)C(c1nc2ccccc2[nH]1)n1c(-c2ccco2)nc2ccccc21 (stereo not drawn)	5.6	-9.2%
CCCc1c(-c2ccc(Cl)cc2)ncn1Cc1cccc(-c2ccccc2)c1	?	-29.8%
COc1cc2ccc(CC(=O)O)cc2cc1OC	16.2	14.9%
CCCc1c(-c2cccc(Br)c2)ncn1Cc1cccc(-c2ccccc2)c1	-29.5	-10.5%

canonical_smiles	HCMV inh	AMA1-RON2 inh
Cc1cc2c(cc1C)-n1nnnc1C(N1CCCC1)C(=O)N2 (stereo not drawn)	-17.4	-1.6%
CSCCC(c1nc2ccccc2[nH]1)n1c(/C=C/c2ccc(F)c(F)c2)nc2ccccc21 (stereo not drawn)	60.2	-3.6%
COC(=O)[C@]12CCCCC=C1N(CCc1ccc(OC)c(OC)c1)C(=O)[C@H](CC(=O)N1CCCCC1)C2	-8.8	-5.5%
COc1ccc(N2C(=O)c3ccccc3NC(=O)C2C(=O)NCC(C)C)cc1 (stereo not drawn)	3.2	6.2%
COC(=O)C1=CN(c2ccc3c(c2)OCO3)C(N)=C(C#N)C1c1ccccc1 (stereo not drawn)	9.4	10.7%
COC(=O)[C@@]12C[C@@H](CC(=O)NCCC(C)C)C(=O)N(Cc3ccco3)C1=CCC(C)(C)C2	-10.2	-12.8%
Cc1ccccc1S(=O)(=O)N1C[C@@H]2C(C(=O)C[C@@H]3C(=O)N(C)C(=O)[C@@H]32)[C@@H]1c1ccc(Cl)cc1 (stereo partly drawn)	-38.6	-7.1%
COc1cccc(C(=O)C(=O)N2CCN(C(=O)OCc3ccccc3)CC2)c1	-10.6	3.0%
Cc1cc(NC(=O)OC(C)(C)C)c(-n2nnnc2C(C(=O)c2ccccc2)N2CCOCC2)cc1C (stereo not drawn)	-8.6	16.9%
CC(=O)N1CCC(C(=O)N2c3ccccc3N=C(c3ccc4c(c3)OCO4)C2C(=O)NCc2ccccc2)CC1 (stereo not drawn)	31.9	1.6%

canonical_smiles	HCMV inh	AMA1-RON2 inh
CC(c1nc2ccccc2n1Cc1ccccc1)n1c(-c2cnccn2)nc2ccccc21 (stereo not drawn)	14.4	-2.5%
COc1ccc(N2C(=O)c3ccccc3NC(=O)C2C(=O)NCCc2ccccc2F)cc1 (stereo not drawn)	31.4	-6.9%
COCCN1C(=O)CSCC1(C)C(=O)NC(C)C (stereo not drawn)	-0.7	2.4%
COC1=CC(=O)OC(c2ccccc2C(F)(F)F)C1 (stereo not drawn)	22.9	-6.2%
O=C(NC1CCCC1)C(C1CC1)n1c(C2CC2)nc2ccccc21 (stereo not drawn)	71.5	-1.8%
COC(=O)C1=CN(c2ccc(F)cc2)C(N)=C(C#N)C1c1ccccc1 (stereo not drawn)	15.7	3.4%
COP(=O)(OC)OC(C(=O)c1ccccc1)c1ccc(Cl)cc1 (stereo not drawn)	2.7	0.8%
COC(=O)[C@@]12C[C@@H](CC(=O)NCc3ccc(C)o3)C(=O)N(Cc3ccco3)C1=CCC(C)(C)C2	-14.2	-7.8%
CCCCNC(=O)c1nc(-c2cc3ccccc3[nH]2)oc1-c1ccccc1	-36.7	-3.1%
CCOC(=O)[C@]12CCCC=C1N(CCc1ccc(OC)c(OC)c1)C(=O)[C@H](CC(=O)NCCCCc1ccccc1)C2	60.7	-10.4%

canonical_smiles	HCMV inh	AMA1-RON2 inh
O=C(NC1CCCC1)C(c1ccccc1)n1c(-c2cccs2)nc2ccccc21 (stereo not drawn)	5.3	-19.3%
CN(C)CC(=O)N[C@@H]1C=C[C@@H](CC(=O)NCCN2CCCCC2)O[C@@H]1CO	-14.9	3.0%
CN(C)CC(=O)N[C@@H]1CC[C@@H](CC(=O)NCCN2CCCCC2)O[C@@H]1CO	-100.1*	6.0%
O=C(Nc1ccc(F)cc1)C(CCc1ccccc1)N1CCN(c2cccc(C(F)(F)F)n2)CC1 (stereo not drawn)	-17.0	-6.9%
CC(C)NC(=O)C1(C)CN(S(C)(=O)=O)CC(=O)N1C1CC1 (stereo not drawn)	-17.3	-5.7%
COCc1cn(CC(C)n2c(=O)c3ccccc3n2Cc2cc(C(C)C)no2)nn1 (stereo not drawn)	13.6	-14.1%
COc1ccccc1-c1cn(CC[C@@H]2CC[C@H](NC(=O)C3CCC3)[C@@H](CO)O2)nn1	-3.6	13.4%
CC1=C(C(=O)N2CCCCCC2)CC(CC(=O)NCCCN(C)C)C(=O)N1Cc1ccc(C(C)(C)C)cc1 (stereo not drawn)	-4.8	-15.7%
COC(=O)[C@]12CCCCC=C1N(Cc1ccc3c(c1)OCO3)C(=O)[C@H](CC(=O)N1CCN(C(=O)c3ccco3)CC1)C2	-2.7	-6.2%
CCCCNC(=O)c1[nH]c(C2CCNCC2)nc1-c1cccc(C(F)(F)F)c1	-19.3	-9.8%

canonical_smiles	HCMV inh	AMA1-RON2 inh
COc1ccc(CN2C(=O)CSCC2(C)C(=O)Nc2c(C)cccc2C)cc1 (stereo not drawn)	49.6	0.3%
CC(C)[C@H](NC(=O)OC(C)(C)C)c1cc(C(=O)N(C)CCN(C)C)c(N)s1	12.4	7.2%
Cc1ccc(S(=O)(=O)N2CC3C(=O)C[C@@H](c4ccccc4)N(S(=O)(=O)c4ccc(CCCOCCOCCNC(=O)OC(C)(C)C)cc4)C3CC2c2ccccc2)cc1 (stereo partly drawn)	?	-12.3%
CCOC(=O)C1=CCC(c2ccccc2)N(S(=O)(=O)c2ccc(C)cc2)[C@H]1CC (stereo partly drawn)	12.7	0.6%
COC(=O)C(C(=O)OC)C1CCCCC1NS(=O)(=O)c1ccc(C)cc1 (stereo not drawn)	2.3	4.2%
O=C(NCC[C@H]1CC[C@@H](NC(=O)C2CCOCC2)[C@@H](CO)O1)Nc1ccc(Cl)cc1	-21.8	3.9%
O=C(NC1CCCC1)C1C(c2ccc(C(F)(F)F)cc2)=Nc2ccccc2N1C(=O)c1cccc(C(F)(F)F)c1 (stereo not drawn)	61.8	-1.5%
COC(=O)[C@]12CCCCC=C1N(CCc1ccc(OC)c(OC)c1)C(=O)[C@H](CC(=O)NCc1ccc(OC)c(OC)c1)C2	62.9	-21.5%
CCCCNC(=O)c1nc(C2CCN(S(=O)(=O)c3ccc(Cl)cc3)CC2)oc1-c1ccccc1	-4.6	8.0%
Cc1cccc(C)c1NC(=O)C(c1ccc(-c2ccccc2)cc1)n1c(=O)c(-c2cc3ccccc3[nH]2)nc2ccccc21 (stereo not drawn)	24.2	20.3%
CCCCCNC(=O)C(CCc1ccccc1)n1c(=O)c(-c2ccccc2)nc2ccccc21 (stereo not drawn)	-10.8	17.8%

# Record cards, as listed above. Screens in order: HCMV inh | AMA1-RON2 inh
# CCCCCNC(=O)C(CCc1ccccc1)n1c(=O)c(-c2ccccc2)nc2ccccc21 (stereo not drawn) reads -10.8 | 17.8%
# CCOC(=O)C1=CCC(c2ccccc2)N(S(=O)(=O)c2ccc(C)cc2)[C@H]1CC (stereo partly drawn) reads 12.7 | 0.6%
# Cc1cccc(C)c1NC(=O)C(c1ccc(-c2ccccc2)cc1)n1c(=O)c(-c2cc3ccccc3[nH]2)nc2ccccc21 (stereo not drawn) reads 24.2 | 20.3%
# Cc1ccc(S(=O)(=O)N2CC3C(=O)C[C@@H](c4ccccc4)N(S(=O)(=O)c4ccc(CCCOCCOCCNC(=O)OC(C)(C)C)cc4)C3CC2c2ccccc2)cc1 (stereo partly drawn) reads ? | -12.3%
# CCCCNC(=O)c1nc(C2CCN(S(=O)(=O)c3ccc(Cl)cc3)CC2)oc1-c1ccccc1 reads -4.6 | 8.0%

# Some of the compounds tested; the hit share may differ from the screen's.
